Screening results from PubChem BioAssay.
C2C12 statin: suppressors of statin myotoxicity in C2C12 myotubes, primary screen, cell-based, single point, plate reader; C2C12 myotubes + simvastatin, ATP luminescence, 48 h; scaled: DMSO 0, geranylgeraniol control 100; rescue of ATP level, % at 7.49 µM; actives 0.78% (n = 330,000); AID 602340, 2012;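 active = mean ATP rescue above about 67%, or every replicate alone reaching that limit, limit read from the data, passing the limit was not always enough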;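 also: myotubes were challenged with 10 µM simvastatin during compound exposure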
GSIS activator: GLuc luminescence reporter in INS-1E cells, primary screen for activators of glucose-dependent secretion of insulin; INS-1E GLuc reporter insulin secretion, 2-3 h; activation, % at 16.6 µM; actives 0.61% (n = 370,000); AID 743287, 2014;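 active = lowest replicate activation of at least 40%, so every replicate reaches that level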;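 also: 0% = median of neutral control wells and 100% = median of IBMX positive control wells; some compounds called inactive have numbers as strong as hits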
PGC1a acetyl inh: inhibitors of PGC1a acetylation signal, primary screen, cell-based, U2OS, AlphaScreen, inhibitor mode. actives 0.17% (n = 350,000). inhibition, % at 15.6 µM. AID 651687, 2012. AlphaScreen anti-acetyl-lysine; with virally co-expressed GCN5 acetyltransferase;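 active = every replicate shows inhibition of at least 40%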;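 also: 0% = neutral control wells and 100% = positive control wells; some results beyond the cut were filed as inactive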
FN deposit inh: inhibitors of fibronectin matrix deposition, primary screen, AH1F cells, Alexa488-fibronectin fluorescence, plate reader; AH1F fibroblasts, overnight; inhibition, % at 12.6 µM; actives 0.086% (n = 350,000);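 active = mean inhibition across replicates of 30% or more, regardless of how many single replicates reach that level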;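 also: positive control wells lacked labelled fibronectin entirely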
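Material: AH1F fibroblast monolayer depositing Alexa488-labelled fibronectin into matrix / Amount: 10000 AH1F cells per well / Signal: fluorescence 485/525 nm / Medium: DMEM, 2% serum / Compound: single dose, pinned / Incubation: 1 h cell adhesion before compound, then overnight fibronectin incubation / Reagent: Alexa488-FN, 24 nM final / Read-out: inhibition of fibronectin deposition signal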
F508del corr: F508del CFTR correction, initial screen, CFBE line, single point; CFBE cells, YFP halide quenching; stimulated with forskolin plus potentiator P3; % fluorescence drop versus neutral controls; activity (quench increase), % at 7.58 µM; actives 0.36% (n = 350,000);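 active = mean added fluorescence quench of at least 8% versus neutral control, with both replicates also reaching 8%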;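 also: cells transiently co-express mutant CFTR-F508del with the halide-sensitive YFP; corrector assay measuring rescue of mutant channel to the surface after 24 h compound exposure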
PglD DTNB: C. jejuni PglD acetyltransferase inhibitors, primary screen, biochemical, DTNB colorimetric, single point; purified PglD enzyme, DTNB colorimetric CoA detection; inhibition, % at 12.5 µM; AID 602405, 2012; actives 0.098% (n = 360,000); in the data active = inhibition above about 16%, passing the limit was not always enough; also: strong numbers were not always called active
miR-122 sensor: miR-122 Renilla sensor signal increase in Huh7, primary screen, miR-122 inhibitor project, cell-based, single point, plate reader; Huh7 miR-122 Renilla luciferase sensor, 48 h; neutral wells = 0, positive control = 100; activation (reporter increase), % at 12.5 µM; actives 0.3% (n = 340,000); AID 602342, 2012;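 active = mean replicate activation score at least 90 and every replicate individually at or above 90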;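 also: higher luciferase means less miR-122 activity so hits act as miR-122 inhibitors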
Cneo AK release: Cryptococcus neoformans cell lysis inducers, primary screen, AK release luminescence, single concentration. C. neoformans lysis, adenylate kinase release luminescence, 4 h; normalised: neutral wells 0, clomiphene wells 100. AID 651654, 2012. actives 0.2% (n = 360,000). lysis activity, % at 15 µM;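 active = mean lysis activity across replicates of at least 80%, whatever share of replicates individually reach that level; inactive = mean lysis activity below 80%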
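Material – log-phase Cryptococcus neoformans yeast cells · Input – 5 × 10^6 yeast cells/mL · Medium – fresh YPD growth medium · Doses – single compound concentration per well · Timing – static 4 h at 37 °C with compound, 1 h detection · Detection – adenylate kinase release luminescence · Read-out – signal increase indicating cell lysis · Control set – Clomiphene as positive lysis control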
The depositor's hits bear a star; x = not tested or not shown; & = joins results of further samples; [ ] = another dose, or the depositor's remark.

Below each SMILES: C2C12 statin	GSIS activator	PGC1a acetyl inh	FN deposit inh	F508del corr	PglD DTNB	miR-122 sensor	Cneo AK release
- CCOC(=O)c1c(C)[nH]c(C)c1C(=O)COC(=O)/C=C/c1ccc(OC)cc1
    -22	-46	-27	10	0.9	4	20	-1
- CCN(c1ccc(OC)cc1)S(=O)(=O)N1CCCC(C(=O)NCc2ccccc2Br)C1 (stereo not drawn)
    2	x	-7	-2	0.0	-4	7	-1
- O=C(COC(=O)c1ccco1)Nc1ccc2[nH]c(=O)[nH]c2c1
    1	10	x	-25	2.0	-3	x	3
- CCc1ccc(NC(=O)c2sc3nc4n(c(=O)c3c2C)CCC4)cc1
    -23	-28	-4	-3	-0.3	0	-14	-1
- CCN1CCN(C(=O)c2cc3c(=O)n(C)c4ccccc4c3n2C)CC1
    -3	6	-6	-8	-0.1	1	-3	0
- CC(C)COC(=O)Nc1nnc(SCc2ccccc2F)s1
    0	x	x	4	x	-3	-12	0
- Cc1ccccc1C(=O)NCC(=O)OCCCOC(=O)CNC(=O)c1ccccc1C
    -6	33	x	2	0.6	x	-3	x
- Cc1ccc(C)c(N2CCN(S(=O)(=O)c3c(C)noc3C)CC2)c1
    18	-15	x	-7	0.4	-2	x	0
- Cc1cc(NS(C)(=O)=O)c(=O)n(Cc2cccc(F)c2)c1
    8	x	x	0	2.7	-6	2	-3
- CCc1ccc(OCC(=O)NCc2ccco2)c(Br)c1
    2	-42	1	x	2.6	-3	0	-4
- CN(C)C(=O)CSc1nnc(-c2ccc(F)cc2)c2ccccc12
    x	24	19	8	-0.6	x	x	x
- O=C(C1CC1)N1CC2(C1)[C@H](c1ccccc1)[C@H](CO)N2C(=O)c1cccnc1
    x	17	0	-4	-2.0	x	x	x
- O=C(Nc1nnc(Cc2ccc(Cl)cc2)s1)C1CCCO1 (stereo not drawn)
    x	-6	-13	-4	-1.4	x	-8	x
- COc1ccc(NC(=O)CCNS(=O)(=O)c2ccc(C)c(C)c2)cc1OC
    -16	14	x	2	0.1	1	x	0
- C[C@H](CO)N1C[C@H](C)[C@@H](CN(C)C(=O)Nc2cccc(C(F)(F)F)c2)OCc2cn(nn2)CCCC1=O
    -32&1	-1&-15	-12&-1	1&-4	-2.2&0.7&-1.5	-3	-3&-5[16.7 µM]	-2
- CC1CCN(c2ccc3nnc(CCC(=O)Nc4ccc(F)c(F)c4)n3n2)CC1
    6	3	x	10	1.9	9	-13	0
- CCN(CC)S(=O)(=O)c1ccc(C(=O)NC(=S)N2CCCCC2C)cc1 (stereo not drawn)
    -10	x	-1	8	x	1	-1	0
- CCN(Cc1cc(=O)[nH]c2ccccc12)C(=O)C(C)C
    15	5	2	-16	-0.8	-2	-10	-6
- C[C@H]1CN([C@@H](C)CO)S(=O)(=O)c2ccc(-c3cccnc3)cc2O[C@@H]1CN(C)Cc1cccnc1
    7	-8	9	-2	1.3	x	8[16.7 µM]	x
- CCOc1ccccc1N(CC(=O)NC(C)(C)C)C(=O)CCC(=O)Nc1nccs1
    -5	x	x	2	1.9	1	x	1

In another format: two of the compounds above.
> Cc1cc(NS(C)(=O)=O)c(=O)n(Cc2cccc(F)c2)c1
  C2C12 statin: 8
  GSIS activator: x
  PGC1a acetyl inh: x
  FN deposit inh: 0
  F508del corr: 2.7
  PglD DTNB: -6
  miR-122 sensor: 2
  Cneo AK release: -3
> CCc1ccc(OCC(=O)NCc2ccco2)c(Br)c1
  C2C12 statin: 2
  GSIS activator: -42
  PGC1a acetyl inh: 1
  FN deposit inh: x
  F508del corr: 2.6
  PglD DTNB: -3
  miR-122 sensor: 0
  Cneo AK release: -4

(listing goes on)
Below each SMILES: C2C12 statin	GSIS activator	PGC1a acetyl inh	FN deposit inh	F508del corr	PglD DTNB	miR-122 sensor	Cneo AK release
- CN1C(=O)c2cc(NC(=O)C3CCOCC3)ccc2OC[C@@H]2O[C@H](CC(=O)NCc3ccc4c(c3)OCO4)CC[C@H]21
    5	1	x	-14	x	0	x	0
- CNC(=O)N(O)C1N(/N=C/c2ccc(SC)cc2)C(=S)SC1(C)C (stereo not drawn)
    12	-10	3	0	-0.7	0	x	1
- COc1ccc(-c2cc(C(=O)O)sc2C)cc1
    x	-25	5	5	-1.4	x	x	x
- CC1CC(C)(C)NC(C)c2ccccc21 (stereo not drawn)
    2	x	1	x	x	-4	-1	3
- COc1ccc2c(c1)CCCC21NC(=O)N(CC(=O)c2cc(F)ccc2F)C1=O (stereo not drawn)
    13	18	-6	-8	-1.5	6	-4	-1
- COc1ccc(-c2csc3nc(C)n(-n4cccc4)c(=O)c23)cc1OC
    -12	1	-9	x	1.1	1	-8	-1
- Cc1noc(C)c1NC(=O)Nc1ccc2c(c1)CC(=O)N([C@@H](C)CO)C[C@H](C)[C@@H](CN(C)S(=O)(=O)c1ccc(F)cc1)O2
    9	1	7	x	-4.9	-3	-3[16.7 µM]	-3
- Cn1c(Cc2nc3ccccc3n2C)nc2ccccc21
    -1	15	12	-1	1.7	5	2	3
- C/C(=N\NC(=O)C1CCCC1)c1ccc(Cl)cc1
    -5	17	x	-2	-2.4	5	4	1
- C[C@@H]1CN([C@@H](C)CO)C(=O)c2cc(/C=C/c3ccccc3)cnc2O[C@H]1CN(C)S(=O)(=O)c1cccs1
    10	-10	8	x	-0.6	8	x	2
- C[C@@H]1CN([C@@H](C)CO)C(=O)c2cc(N(C)C)ccc2O[C@H]1CN(C)Cc1ccccc1
    -2	17	-7	x	1.3	-3	2[16.7 µM]	-6
- OC[C@@H]1[C@@H](c2ccccc2)C2(CN(Cc3nccs3)C2)N1Cc1ccccc1
    x	-6	1	2	-2.4	x	x	x
- C[C@H]1CN([C@@H](C)CO)C(=O)c2cccc(NS(=O)(=O)c3ccc(F)cc3)c2O[C@@H]1CN(C)Cc1ccc(Oc2ccccc2)cc1
    22	-43	-11	x	-0.8	x	6[16.7 µM]	x
- C[C@H](CO)N1C[C@H](C)[C@H](CN(C)Cc2ccccc2C(=O)O)Oc2ncc(C3=CCCCC3)cc2C1=O
    5	7	14	x	-1.1	2	3[16.7 µM]	4
- O=C(NC(=S)Nc1ccc(S(=O)(=O)Nc2nccs2)cc1)C1CC1
    -18	3	7	-19	-2.1	-3	-6	-1
- CCCCC(=O)Nc1ccc(C(=O)N2CCC(C(=O)OCC)CC2)cc1
    6	x	3	-2	x	-4	-1	0
- NC(=O)CC(NC(=O)Cc1ccc(Br)cc1)c1ccc(N2CCN(c3ccccc3)CC2)c([N+](=O)[O-])c1 (stereo not drawn)
    -1	-2	x	16	-0.4	-4	3	-3
- O=C([C@H]1[C@H](CO)[C@H]2Cn3c(ccc(-c4ccc(F)cc4)c3=O)[C@H]2N1Cc1cocn1)N1CCCCC1
    7	-7	x	-8	-0.2	-1	-4[16.7 µM]	0
- Cc1[nH]nc(C(F)(F)F)c1CCC(=O)NC1CCCCCC1
    -2	28	x	2	-4.8	-2	x	4
- COCCCNC(=O)[C@@]1(Cc2ccccc2N=[N+]=[N-])N=C(c2ccc(OCCCO)cc2)O[C@H]1c1ccccc1N=[N+]=[N-]
    x	x	-6	x	3.7	-5	x	-8
- COc1ccc(/C=C/C(=O)c2ccc(C(=O)/C=C/c3ccc(OC)c(OC)c3)cc2)cc1OC
    29	12	-5	2	-6.6	-1	-5	-1
- CCc1ccc2[nH]c3nc(N/N=C/c4ccc(O)cc4O)nnc3c2c1
    8	23	x	4	5.9	2	x	-6
- C[C@@H]1CN([C@@H](C)CO)C(=O)c2cc(NC(=O)Nc3cccc4ccccc34)ccc2O[C@@H]1CN(C)Cc1ccc(Cl)c(Cl)c1
    x	-12	-4	10	2.9	0	-4[16.7 µM]	4
- O=C(Nc1nccs1)c1ccc(CSc2ccccc2)o1
    17	-20	x	x	1.5	-3	x	-28
- O=C1c2ccccc2C(=O)N1CCN1CCOCC1
    2	20	7	-1	0.2	-4	-4	0
- COc1ccc(C#Cc2cnc3c(c2)C(=O)N([C@H](C)CO)C[C@@H](C)[C@@H](CN(C)C(=O)CC2CC2)O3)cc1
    8	-18	-4	4	3.0	3	0[16.7 µM]	3
- O=C(CCN1C(=O)NC2(CCCC2)C1=O)Nc1ccc(Sc2ccc(Br)cc2)cc1
    -3	-32	-3	-10	-0.8	2	-7	8
- O=C(NCC1CCCO1)C1CCCN1C(=O)Nc1ccc(Cl)c(Cl)c1 (stereo not drawn)
    3	x	x	-13	0.9	-8	-10	-1
- CC1CN(CC(O)COC(c2ccccc2)c2ccccc2)CC(C)O1 (stereo not drawn)
    x	x	-1	2	-0.4	-1	-6	-1
- COc1ccc(N2CCN(C(=O)CCC(=O)N3CCOc4ccc(C)cc43)CC2)cc1
    16	-21	-22	7	5.7	-3	-6	-1
- Cc1ccccc1CNC(=O)Nc1cccs1
    10	-4	x	x	x	5	x	-4
- Cc1cccc(OCC(=O)NCCCNC(=O)c2ccncc2)c1
    -6	5	x	5	2.5	0	x	3
- O=c1c2ccccc2ncn1-c1ccc(Cl)cc1
    x	15	-2	-1&0	-2.3&0.4	-4	0	-1
- C[C@H]1CN([C@@H](C)CO)C(=O)Cc2cc(NS(=O)(=O)c3cn(C)cn3)ccc2O[C@H]1CN(C)S(=O)(=O)c1ccccc1
    15	11	0	x	2.3	2	0[16.7 µM]	2
- O=C(COc1ccc(S(=O)(=O)N2CCOCC2)cc1)Nc1cccc([N+](=O)[O-])c1
    8	x	x	-13	4.1	2	x	-1
- COc1cc(OC)c(NC(=O)CS(=O)(=O)Cc2nc(-c3ccc(C)cc3)oc2C)cc1Cl
    2	x	-13	6	-1.7	0	-5	-4
- O=C(C[C@H]1C=C[C@@H](NC(=O)c2ccccc2)[C@H](CO)O1)Nc1ccc(-c2ccccc2)cc1
    -126	18	-30	8	-1.5	-2	x	4
- COc1ccc(OCCN(C)Cc2ccccc2)cc1
    5	x	7	1	x	-4	1	-2
- O=C1NCC(Nc2ccc(Cl)cc2)C(=O)N1 (stereo not drawn)
    1	25	-3	-4	-1.2	-2	-3	6
- C[C@H]1CN([C@@H](C)CO)C(=O)Cc2cc(NC(=O)Nc3cccc4ccccc34)ccc2O[C@H]1CN(C)S(=O)(=O)c1cn(C)cn1
    -4	5	-6	-8	0.1	1	2[16.7 µM]	-2
- Cc1ccc(NC(=O)COC(=O)CN2CCSC2=O)cc1Cl
    6	-12	-2	-2	-1.0	3	-3	0
- O=C(O)Cc1ccc(N=Nc2c(O)c(C(=O)O)cc3ccccc23)cc1
    -3	2	6	-7	-2.6	4	-5	0
- C[C@H](CO)N1C[C@H](C)[C@H](CN(C)Cc2ccc(-c3ccccc3)cc2)Oc2ccc(NC(=O)Cn3cnnn3)cc2CC1=O
    9	-4	4	x	-2.3	0	-13[16.7 µM]	-2
- Cc1noc(C)c1NC(=O)N(C)C[C@@H]1OCCCC[C@@H](C)Oc2ccc(NC(=O)c3ccncc3)cc2C(=O)N([C@@H](C)CO)C[C@H]1C
    -9	7	-10	x	0.2	-2	27[16.7 µM]	0
- CC(C)NC(=O)CN(Cc1ccc(F)cc1)C(=O)CCC(=O)Nc1ccccn1
    8	16	5	5	2.3	0	-1	-3
